# Source: PubChem
# Yeast growth inh: chemicals that inhibit yeast BB579 growth in restrictive medium (lifespan-shortening candidates); inhibition, % at 10 µM; 140,000 compounds, 0.51% hits; AID 804; S. cerevisiae BB579 growth, OD615, 48 h;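 active means inhibition above a set limit, 3 SD over the mean compound inhibition, cut at about 44% in these data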; further: inactives centre near -24
#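 Material: Saccharomyces cerevisiae DeaD strain BB579, replicative lifespan model yeast; buffer or medium: CSMM-D restrictive synthetic medium containing dextrose (glucose); compound: 10 µM single dose, DMSO 0.25%; timing: 48 h compound exposure at 30 °C after 4 h preincubation; signal: turbidity as optical density at 615 nm; benchmarks: positive control amphotericin B 10 µg/mL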
# NPY-Y2 antag: NPY-Y2 (human) receptor antagonism. NPY-Y2 expressing cells, antagonist mode. inhibition, % at 2.7 µM. 140,000 compounds, 0.99% hits. AID 793; in the data active means inhibition above about 17%;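 further: 0% = vehicle with agonist challenge and 100% = reference antagonist with challenge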
# Target sequence (P49146 whole entry, looked up): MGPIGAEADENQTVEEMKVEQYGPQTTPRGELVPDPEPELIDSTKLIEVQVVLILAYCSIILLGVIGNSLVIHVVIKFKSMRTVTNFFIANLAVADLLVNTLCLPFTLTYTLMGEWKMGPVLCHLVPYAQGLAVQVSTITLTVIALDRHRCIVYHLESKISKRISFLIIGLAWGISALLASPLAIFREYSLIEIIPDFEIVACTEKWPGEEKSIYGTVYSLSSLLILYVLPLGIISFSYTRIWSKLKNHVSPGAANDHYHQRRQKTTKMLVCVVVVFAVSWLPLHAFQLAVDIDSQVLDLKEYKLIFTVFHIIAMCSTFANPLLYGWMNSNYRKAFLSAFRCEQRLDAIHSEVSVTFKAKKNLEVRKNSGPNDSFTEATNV
# Phagocyt inh: blocks phagocytosis by macrophages; inhibition, % at 5 µM; AID 1029; J774A.1 macrophage IgG-bead phagocytosis, imaging; 110,000 compounds, 0.07% hits;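 active means inhibition above the mean of the plate negative controls plus 5 SD, cut at about 13% in these data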;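 further: phagocytic index as fraction of beads internalized from green versus red external bead signal; plate controls were DMSO negative control for no effect and cytochalasin-D positive control for full effect; some results beyond the cut were filed as inactive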
# MRP-1 activ: MRP-1 activation | viability increase, % at 10 µM | AID 799 | 140,000 compounds, 0.61% hits | H69AR cells + doxorubicin, viability rescue, CellTiter-Glo;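 active means viability gain under doxorubicin at or above a set limit, the compound median plus 3 SD, cut at about 4.7% in these data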;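 further: MRP-1 overexpressing cells given doxorubicin 25 µM after compound pretreatment; 18-22 h compound pretreatment then 72 h with doxorubicin before readout; 0% = doxorubicin-only wells and 100% = vehicle-treated cells without doxorubicin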
# GALR2 blocker: GALR2 (human) receptor antagonism; O43603; GALR2-expressing cells, antagonist mode; inhibition, % at 4 µM; 140,000 compounds, 0.39% hits; AID 828; in the data active means inhibition above about 27%;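 further: cells stimulated with galanin 1-16 at roughly its EC80; 0% = agonist challenge control and 100% = basal control without agonist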
# Target sequence (O43603 whole entry, looked up): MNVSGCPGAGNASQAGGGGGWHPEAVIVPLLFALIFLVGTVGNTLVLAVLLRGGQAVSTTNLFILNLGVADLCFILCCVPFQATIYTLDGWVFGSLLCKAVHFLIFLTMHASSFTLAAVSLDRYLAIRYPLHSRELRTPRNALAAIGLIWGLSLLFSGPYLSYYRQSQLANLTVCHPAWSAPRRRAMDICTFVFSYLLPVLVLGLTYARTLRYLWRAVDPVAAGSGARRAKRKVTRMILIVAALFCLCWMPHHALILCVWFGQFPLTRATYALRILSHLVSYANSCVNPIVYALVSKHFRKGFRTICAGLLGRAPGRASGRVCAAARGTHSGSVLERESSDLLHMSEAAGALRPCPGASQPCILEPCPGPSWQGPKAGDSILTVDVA
# Measles CPE: protection of cells from measles virus. Measles virus-infected cells, CPE protection, absorbance. protection (pct of control), % at 4 µM. 140,000 compounds, 1.5% hits; in the data active means protection mostly above about 24%, no sharp cut-off; inactive means mostly below about 26%; further: some compounds called inactive have numbers as strong as hits
# PTEN del growth: PTEN-deleted cell growth suppression | HCT116 PTEN-null viability, CellTiter-Glo, 60 h; active compounds read low | viability, % at 10 µM | 140,000 compounds, 1.2% hits;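 active means viability at or below a set limit, 4 SD under the median of all tested compounds, cut at about 3.7% in these data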;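 further: PTEN knockout HCT116 line with beta catenin targeted HCT116 as companion control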
# Yeast life ext: extends the lifespan of yeast; S. cerevisiae growth with nicotinamide, OD615; deaD strain in restrictive glucose medium; inhibition of the nicotinamide effect, % at 10 µM; 130,000 compounds, 0.68% hits; AID 775;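 active means inhibition above a set limit, placed 3 SD over the median of all compounds, cut at about 26% in these data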;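 further: 0% = nicotinamide-treated wells and 100% = cells grown without nicotinamide; some compounds called inactive have numbers as strong as hits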
#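 Buffer or medium: CSMM-D glucose medium, restrictive; test system: modified budding yeast, DeaD strain; compound: single dose 10 µM compound, 0.25% DMSO; schedule: culture preincubation 4 h, compound exposure 48 h, both 30 °C; detection: optical density (absorbance) at 615 nm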
# E-sel TNF inh: TNF alpha driven E-selectin expression inhibition | AID 1246 | inhibition, % at 2 µM | HUVEC TNFa-induced E-selectin immunofluorescence, high content | 120,000 compounds, 0.71% hits;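 active means inhibition above the batch mean plus 3 SD, and confirmed as a hit on visual image review, cut at about 43% in these data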;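 further: 0% = TNF-stimulated DMSO wells and 100% = unstimulated control wells; not every result past the cut was called active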
# HCT116 bCat-KO: beta-catenin-lacking colon tumor cell growth suppression. HCT116 beta-catenin knockout viability, CellTiter-Glo, 60 h; active compounds read low. viability, % at 10 µM. 140,000 compounds, 1.5% hits. AID 818;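 active means viability at or under a set limit, the compound median less 4 SD, cut at about 6% in these data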;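 further: 0% = Hyamine 1622 control at 20 µM and 100% = untreated cell control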
# An asterisk follows results filed as active; nt = no result given.
# Results follow in this order: Yeast growth inh	NPY-Y2 antag	Phagocyt inh	MRP-1 activ	GALR2 blocker	Measles CPE	PTEN del growth	Yeast life ext	E-sel TNF inh	HCT116 bCat-KO
- CCOC(=O)CSc1nc(N)c(C#N)cc1C#N
  -21	-1	-1	-0.6	-1	10	95	5	26	85
- CCC(C)/C(C)=N/NC(=O)c1ccc(CSc2nc3ccccc3s2)cc1 (centres undefined)
  -4	1	-3	-3.2	4	10	73	-5	nt	78
- O=C(Nc1ccccc1)c1ccc(NCC2CCCO2)c([N+](=O)[O-])c1 (centres undefined)
  -29	1	7	-1.1	-9	9	80	-4	-40	94
- CCCCCN=Cc1c(C)[nH]n(-c2nc3ccccc3s2)c1=O
  -43	0	0	-2.6	0	7	16	-6	nt	17
- CCCCn1nnnc1SCC(=O)Nc1ccc(N(C)C)cc1
  -1	6	-1	-1.4	-5	9	92	-22	9	105
- CCN1CCN(C(=O)CS(=O)(=O)Cc2nc(-c3ccc(C)cc3)oc2C)CC1
  -10	0	1	-1.9	15	5	73	-9	8	61
- C#CC(CC)(CC)NC(=O)c1c(C)noc1C
  15	2	-1	-3.4	7	19	99	-16	nt	88
- O=C(CCCOc1ccccc1)n1nnc2ccccc21
  -30	4	-3	-0.4	-5	3	88	-15	nt	90
- CCOc1ncccc1C(=O)Nc1ccc(-c2cn3ccsc3n2)cc1
  -11	2	0	-2.3	0	33	88	-3	nt	87
- Cc1ccnc(NC(c2ccncc2)c2c(C)[nH]c3ccccc23)c1 (centres undefined)
  -19	3	2	-5.4	7	8	90	8	9	91
- O=C1CC(O)(C(F)(F)F)Oc2c1ccc1ccccc21 (centres undefined)
  -12	2	-2	-1.8	12	14	92	7	-20	100
- Cn1c(NCc2ccccc2O)nc2ccccc21
  -23	0	1	-3.3	14	28*	101	-6	-6	95
- CCOC(=O)/C(C#N)=C\c1ccc(CC)s1
  12	1	nt	4.3	-8	5	108	-23	-18	114
- COc1ccc(N2C(=O)C(CC(=O)Nc3ccccc3)N(Cc3ccc4c(c3)OCO4)C2=O)cc1 (centres undefined)
  -15	1	1	-2.0	-10	5	82	-20	nt	93
- CCOC(=O)c1cc2cc3ccccc3cc2[nH]1
  -53	-2	nt	1.4	4	18	88	nt	-1	91
- Cc1ccc(NC(=O)CSc2nnc(NC(=O)CN3CCOCC3)s2)cc1
  -46	1	5	-0.2	3	20	100	9	-22	105
- CCN(CC)S(=O)(=O)c1cc(OC)c(Cl)cc1Cl
  -21	7	1	0.5	6	10	55	14	-23	67
- CCCCOC(=O)Nc1ccc(C(=O)OCCC)cc1
  -18	3	-1	2.1	1	7	87	-6	-16	89
- COc1ccc(C(=O)N2CC3(C)CC2CC(C)(C)C3)cc1 (centres undefined)
  1	-1	-2	-0.2	-6	22	96	-1	6	95
- CCOC(=O)CN1C(=O)Nc2ccc(Br)cc2C1c1ccccc1 (centres undefined)
  -11	-1	nt	-0.8	-5	3	76	-3	15	95
- Cc1ccc(C2NC(c3ccc(C)cc3)C([N+](=O)[O-])C(C)(C)C2[N+](=O)[O-])cc1 (centres undefined)
  -12	6	-7	-1.8	-2	31	73	-3	nt	73
- CCC(=O)Nc1ccc(NC(=O)CSc2nnnn2C(C)C)cc1
  -33	2	0	-0.1	9	31	98	-7	-6	93
- CCCn1nnc(NC(=O)c2ccccc2Cl)n1
  -5	0	-2	-0.4	-10	4	80	-25	5	93
- COc1ccccc1N(CC(=O)Nc1ccccc1C(=O)NCC(C)C)S(C)(=O)=O
  3	4	3	-1.8	0	26	106	-20	8	103
- O=C(NCC1CCCO1)C(c1cccs1)N(Cc1ccccc1Cl)C(=O)c1ccc(-c2ccccc2)[nH]1 (centres undefined)
  -12	-2	-5	-3.8	-3	4	51	-2	-11	54
- CCNC(=O)Cn1c(=O)c2c(ncn2Cc2ccccc2)n(Cc2ccccc2)c1=O
  -62	2	nt	-1.7	16	2	95	-12	nt	90
- C=CCOc1ccc(/C=N/NC(=O)CN(c2cc(Cl)ccc2OC)S(=O)(=O)c2ccc(C)c([N+](=O)[O-])c2)cc1
  -14	1	-7	-2.1	8	21	78	1	3	87
- O=C(N/N=C/c1cccc([N+](=O)[O-])c1)c1cc2c(ccc3ccccc32)o1
  -50	2	nt	-6.5	-2	1	14	-10	-28	34
- O=C(c1ccccc1)N1CCN(C(=O)N2CCOCC2)CC1
  -1	4	0	2.0	6	7	93	-7	-5	100
- CCOc1nc(-c2ccccc2)ccc1-c1noc(-c2ccco2)n1
  -31	4	nt	-3.6	-9	11	64	-6	13	73

# One compound at a time (already shown). Values in the order: Yeast growth inh, NPY-Y2 antag, Phagocyt inh, MRP-1 activ, GALR2 blocker, Measles CPE, PTEN del growth, Yeast life ext, E-sel TNF inh, HCT116 bCat-KO
# CCCn1nnc(NC(=O)c2ccccc2Cl)n1 in the list: -5, 0, -2, -0.4, -10, 4, 80, -25, 5, 93
# CCOC(=O)c1cc2cc3ccccc3cc2[nH]1 in the list: -53, -2, nt, 1.4, 4, 18, 88, nt, -1, 91
# Cc1ccc(NC(=O)CSc2nnc(NC(=O)CN3CCOCC3)s2)cc1 in the list: -46, 1, 5, -0.2, 3, 20, 100, 9, -22, 105
# CCC(=O)Nc1ccc(NC(=O)CSc2nnnn2C(C)C)cc1 in the list: -33, 2, 0, -0.1, 9, 31, 98, -7, -6, 93

# Later entries
Compound	Yeast growth inh	NPY-Y2 antag	Phagocyt inh	MRP-1 activ	GALR2 blocker	Measles CPE	PTEN del growth	Yeast life ext	E-sel TNF inh	HCT116 bCat-KO
C=CCSc1n[nH]c(-c2ccc(OCCC)cc2)n1	-3	2	1	-0.4	-8	3	85	-8	-4	87
COc1cc(C2C(Oc3ccccc3C)C(=O)N2Cc2ccc(F)cc2)cc(OC)c1OC (centres undefined)	-9	8	-7	-2.2	-3	9	62	2	nt	69
COc1cc(CCC(=O)OCn2nnc3ccccc3c2=O)cc(OC)c1OC	-50	3	0	0.1	7	6	96	-9	9	82
COc1ccc(-n2cc(-c3ccccc3)c3c(N4CCN(CCO)CC4)ncnc32)cc1	-2	11	0	-6.5	-1	4	18	-19	-35	33
CCOc1ccccc1OCC(=O)NC1CCCCC1	-21	2	nt	-1.3	-4	2	89	-5	6	87
CC(=O)NC1=NN(C(C)=O)C(C)(CS(=O)(=O)c2ccc3ccccc3c2)S1 (centres undefined)	-6	0	nt	-2.0	4	18	92	nt	13	85
COC(=O)CCN(C(=O)c1cc(OC)c(OC)c(OC)c1)c1ccccn1	-52	-2	0	1.0	-3	3	105	8	nt	103
COC(=O)Cc1[nH]nc2c1C(C1C=CCCC1)C(C#N)=C(N)O2 (centres undefined)	-29	2	-1	-1.5	14	7	72	-14	1	79
CCN1CCN(CCCNC(=O)c2csc3c2CCCCC3)CC1	-18	2	-1	-0.9	-3	16	98	-8	nt	105
O=C(CCN1C(=O)S/C(=C\c2cccs2)C1=O)NC1=NCCS1	-24	3	-2	-1.2	12	4	96	-4	-29	98
Cc1cccc(CCNC(=O)C2CCCN(S(=O)(=O)c3cccc4nsnc34)C2)c1 (centres undefined)	-56	-1	1	-4.0	5	3	75	-3	-33	86
CCNC(=O)C(C)Sc1ccc(Cl)cc1 (centres undefined)	-33	3	0	0.6	2	18	97	-2	-8	98
CCc1c(C)c(C#N)c2nc3ccccc3n2c1NCc1ccco1	-9	13	2	-1.9	6	7	77	1	-23	83
CCn1c(=O)cc(SCC(=O)Nc2cc(OC)c(OC)c(OC)c2)c2ccccc21	-47	0	1	-1.6	-1	2	97	-8	1	102
CC1=C(C#N)C(NC(=O)C2CCCCC2)(C(F)(F)F)C(=O)N1 (centres undefined)	-29	0	nt	-3.9	-1	8	97	-8	-25	101
O=C(CSc1nnc(-c2cccs2)n1-c1ccccc1)N1CCCc2ccccc21	-2	8	-2	-0.8	-13	17	98	-4	nt	89
COc1ccc(C(=O)NNC2=NC(C)(C)Cc3ccccc32)cc1	-25	-1	-1	-2.0	-6	8	108	0	12	92
O=[N+]([O-])c1cc(/C=N/n2c(-c3cccnc3)n[nH]c2=S)ccc1Cl	-25	1	-2	-4.6	-6	29*	12	3	9	14
O=C(CCNC(=O)c1ccccc1Cl)Nc1nc(-c2ccccc2Cl)cs1	-14	3	-3	-0.2	4	8	77	-2	1	86
Cc1nn(-c2ccccc2)c2c1C(=O)N(Cc1ccccc1)C(=O)C(C)(C)C2	-34	7	nt	-4.3	8	2	82	-12	nt	84
O=C(CC(=O)c1ccccc1)Nc1cc(C(F)(F)F)ccc1Cl	-36	8	-11	1.1	-3	5	86	-6	nt	85
Cc1n[nH]c(C)c1S(=O)(=O)N1CCCCCC1	-48	3	-2	0.5	-13	3	104	-6	8	101
CC(C)CC(C(=O)OCC(=O)c1c(N)n(C)c(=O)n(C)c1=O)N1C(=O)c2ccccc2C1=O (centres undefined)	-34	-1	3	-2.5	3	14	95	8	-41	97
Cc1ccc(S(N)(=O)=O)cc1NC(=O)/C=C/c1cccs1	-24	3	nt	-0.5	2	7	107	-15	-10	104
Nc1cc(Cl)ccc1N1CCOCC1	-31	0	-2	-3.4	-5	8	98	-17	16	91

# Ordered by molar mass (descending): 3 of the compounds above.
Compound	Yeast growth inh	NPY-Y2 antag	Phagocyt inh	MRP-1 activ	GALR2 blocker	Measles CPE	PTEN del growth	Yeast life ext	E-sel TNF inh	HCT116 bCat-KO
COc1ccc(C(=O)NNC2=NC(C)(C)Cc3ccccc32)cc1	-25	-1	-1	-2.0	-6	8	108	0	12	92
CCOc1ccccc1OCC(=O)NC1CCCCC1	-21	2	nt	-1.3	-4	2	89	-5	6	87
CCNC(=O)C(C)Sc1ccc(Cl)cc1 (centres undefined)	-33	3	0	0.6	2	18	97	-2	-8	98

# Some values from above:
# Phagocyt inh result of COc1ccc(C(=O)NNC2=NC(C)(C)Cc3ccccc32)cc1 stands at -1
# PTEN del growth result of COC(=O)CCN(C(=O)c1cc(OC)c(OC)c(OC)c1)c1ccccn1 stands at 105
